# High-throughput results as filed in PubChem.
# FBW7 act = activators of human E3 ligase FBW7; Q969H0; 0.13% of 650,000 active; normalized activity (activation), % at 26.1 µM; AlphaScreen FBW7–phospho-cyclin E peptide binding, activator screen; in the data active = normalized activity above about 1.9%;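 also: purified mutant Fbw7 with reduced substrate affinity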
# MITF primary = inhibitors of human MITF; AlphaScreen MITF homodimerization, bead proximity signal; inhibition, % at 2.6 µM; 0.91% of 650,000 active; AID 1259374; in the data active = inhibition above about 50%;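 also: 0% = vehicle wells with protein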
# Target sequence (O75030 whole entry, looked up): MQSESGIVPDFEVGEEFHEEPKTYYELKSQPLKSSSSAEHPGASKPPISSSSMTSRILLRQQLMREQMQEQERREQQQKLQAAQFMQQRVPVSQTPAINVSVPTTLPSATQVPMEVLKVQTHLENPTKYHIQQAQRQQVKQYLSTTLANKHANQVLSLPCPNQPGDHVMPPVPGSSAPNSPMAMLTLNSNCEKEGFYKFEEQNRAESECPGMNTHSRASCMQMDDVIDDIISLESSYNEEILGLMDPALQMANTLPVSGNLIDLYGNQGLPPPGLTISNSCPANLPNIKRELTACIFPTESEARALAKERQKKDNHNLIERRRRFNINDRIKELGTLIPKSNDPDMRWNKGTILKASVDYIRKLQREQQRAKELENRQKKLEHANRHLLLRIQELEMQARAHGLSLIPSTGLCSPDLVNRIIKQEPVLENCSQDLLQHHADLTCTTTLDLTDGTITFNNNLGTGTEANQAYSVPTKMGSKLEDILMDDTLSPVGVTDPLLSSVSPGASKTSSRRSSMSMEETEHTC
# TEAD-YAP inh = TEAD-YAP interaction inhibition; HEK-TIYL cells, TEAD-Gal4/YAP UAS-luciferase luminescence; inhibition, % at 9.12 µM; 1.4% of 640,000 active; AID 1259422; in the data active = inhibition above about 32%;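 also: 0% = median of test compound wells and 100% = reference inhibitor wells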
# GPR151 ag = activators of human GPR151; Q8TDV0; PathHunter beta-arrestin GPR151 cells, luminescence; activation, % at 11.2 µM; 1% of 650,000 active; AID 1508602; in the data active = activation above about 4.9%;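 also: 0% = median of compound wells and 100% = cells with positive control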
# Target sequence (Q8TDV0 whole entry, looked up): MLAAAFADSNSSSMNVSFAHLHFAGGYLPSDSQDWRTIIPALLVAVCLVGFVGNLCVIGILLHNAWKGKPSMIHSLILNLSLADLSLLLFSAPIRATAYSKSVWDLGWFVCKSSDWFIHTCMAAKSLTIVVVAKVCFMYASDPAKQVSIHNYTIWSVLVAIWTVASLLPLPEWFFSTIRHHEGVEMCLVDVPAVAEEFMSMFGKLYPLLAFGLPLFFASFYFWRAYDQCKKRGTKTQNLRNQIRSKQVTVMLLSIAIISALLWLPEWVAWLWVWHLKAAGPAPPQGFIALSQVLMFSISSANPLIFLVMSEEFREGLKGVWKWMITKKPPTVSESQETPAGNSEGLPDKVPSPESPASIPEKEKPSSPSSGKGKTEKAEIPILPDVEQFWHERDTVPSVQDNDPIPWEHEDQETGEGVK
# * marks the source's active call; other numbers are inactive results; . = no result given.
Molecule,MITF primary,TEAD-YAP inh,FBW7 act,GPR151 ag
N#CC1C(=O)NC(=O)C([n+]2ccccc2)C1c1ccccc1 (stereo not given),-1,4,0.1,1.5
C=CCNC(=O)CN(c1ccc(Cl)cc1C)S(C)(=O)=O,17,0,0.4,1.6
Cc1c(C(=O)NCc2ccccn2)sc2ncnc(N3CCN(c4ccccn4)CC3)c12,2,7,-0.1,-0.5
O=C(N/N=C/c1ccc(Br)s1)c1ccccc1I,6,1,-0.1,-0.2
CCOCCOC(=O)C(C)Sc1ncnc2sc(C)c(C)c12 (stereo not given),22,1,0.1,0.5
COc1ccc(S(=O)(=O)Nc2ccc(C(C)C)cc2)cc1OC,-15,2,0.0,-0.6
O=C(COc1ccccc1)N1N=C(C(F)(F)F)CC1(O)c1ccc(Cl)cc1 (stereo not given),7,1,0.0,0.1
CC1=C(C(=O)Nc2cccc(C)c2C)C(c2cccc(Br)c2)NC(=O)N1 (stereo not given),1,2,0.0,-1.4
COc1ccc(S(=O)(=O)n2cnc3cc([N+](=O)[O-])ccc32)cc1,9,6,-0.1,1.0
COc1ccc(CCNc2nc(NCCN3CCOCC3)nc3c2ncn3CCN2CCCC2=O)cc1,12,-5,0.3,-0.3
O=C(CC1(CC2=NS(=O)(=O)c3ccccc3N2)CCCC1)NCc1ccc(Cl)cc1,-2,-7,-0.2,-0.2
Cc1cccc(C)c1NC(=S)N(CCN(C)C)Cc1cccs1,-7,-10,0.0,1.2
CC(=O)N/C(=C/c1ccc(Cl)c(Cl)c1)C(=O)O,-6,-1,0.0,0.1
CC1=C(C(=O)Nc2ccc(C)cc2)C(c2cccc(Br)c2)NC(=O)N1 (stereo not given),11,-22,-0.1,-0.4
O=C(Cn1cnc2ccccc2c1=O)NCCO,4,2,0.3,2.2
CCCC(=O)N1CCN(C2c3ccccc3-c3ccccc32)CC1,4,-10,-0.1,1.7
O=C1CCCN1CCn1cnc2c(NCc3ccccc3)nc(Nc3ccccn3)nc21,-1,5,0.0,-0.6
CCN(CCCNC(=O)C1c2ccccc2C(=O)N(c2ccc(OC)cc2)C1c1ccc(OC)cc1)Cc1ccccc1 (stereo not given),5,8,0.6,-1.1
O=S(=O)(c1ccc(NC(=S)NCC2CCCO2)cc1)N1CCOCC1 (stereo not given),6,-11,0.6,-1.3
Cc1ccc(Nc2nc(NCCN3CCOCC3)nc3c2cnn3C)cc1Cl,0,-4,0.1,1.3

# An excerpt from above in order of formula weight, smallest number first:
Molecule,MITF primary,TEAD-YAP inh,FBW7 act,GPR151 ag
O=C(Cn1cnc2ccccc2c1=O)NCCO,4,2,0.3,2.2
CCCC(=O)N1CCN(C2c3ccccc3-c3ccccc32)CC1,4,-10,-0.1,1.7
COc1ccc(S(=O)(=O)n2cnc3cc([N+](=O)[O-])ccc32)cc1,9,6,-0.1,1.0
CCOCCOC(=O)C(C)Sc1ncnc2sc(C)c(C)c12 (stereo not given),22,1,0.1,0.5
Cc1c(C(=O)NCc2ccccn2)sc2ncnc(N3CCN(c4ccccn4)CC3)c12,2,7,-0.1,-0.5
COc1ccc(CCNc2nc(NCCN3CCOCC3)nc3c2ncn3CCN2CCCC2=O)cc1,12,-5,0.3,-0.3

# Later entries
Molecule,MITF primary,TEAD-YAP inh,FBW7 act,GPR151 ag
COc1ccc(-c2n[nH]c(=S)n2CC(C)C)cc1,-3,2,-0.2,2.1
O=C(CSc1ccc(F)cc1)NC1CCCCC1,3,-57,-0.1,0.5
CCn1c(=O)n(Cc2ccccn2)c2cccnc21,12,3,0.3,-0.9
Cc1noc(C)c1CC(=O)N1CCC[C@@H]2CN(Cc3ccc(F)cc3)CC[C@H]21,-1,-4,-0.1,-0.9
O=[N+]([O-])c1ccc(N=NN(CCO)CCO)cc1,-12,6,-0.1,-0.7
COc1cc([N+](=O)[O-])ccc1NC(=O)CSC1=NCCS1,9,19,0.0,0.6
CC(=O)NC(Cc1ccc(F)cc1)C(=O)NC1CCN(c2ncccc2[N+](=O)[O-])CC1 (stereo not given),7,5,0.1,0.9
COc1ccc(NC(=O)c2cnccn2)c(OC)c1,25,-11,0.2,0.5
CCN1CCN(c2cc(C)c3cc(NC(=O)/C=C/c4ccccc4OC(C)C)ccc3n2)CC1,2,-18,0.0,1.8
Cc1cc(-c2cnc(C)nc2C2CCCNC2)on1 (stereo not given),-13,-1,-0.1,2.5
COc1ccc(OC)c(NC(=O)COc2ccc(C(=O)NCc3ccccc3)cc2)c1,12,10,0.0,4.1
Cc1nc2ncccc2c(=O)n1-c1cccc(NC(=O)c2ccccc2I)c1,18,-8,0.3,-1.4
COc1ccc(C2NC(=S)NC(C)=C2C(=O)OCCOc2ccccc2)cc1 (stereo not given),11,5,0.1,4.4
N#Cc1ccc(Cl)cc1N=Cc1ccco1,-3,-10,0.0,-0.2
O=CC1=C2C=CC=C3SC(C=O)=C(N=C1)N32,-3,8,0.0,-0.6
O=C(COC(=O)c1cc(=O)c2ccccc2o1)Nc1ccc(Cl)c(Cl)c1,-9,7,-0.1,0.2
O=c1c2sccc2nc(SCc2ccccc2)n1CCc1ccccc1,17,6,0.2,-0.2
CC1CCCC(NC(=O)c2cc(S(=O)(=O)N3CCOCC3)ccc2Sc2ccc(Br)cc2)C1C (stereo not given),19,-1,0.0,-0.3
Cc1ccc(C(=O)Nc2ccc(I)cc2)o1,4,-67,0.7,-1.2
CCN(CC)C(=O)COc1ccc2c3c(c(=O)oc2c1)CCC3,-8,5,0.0,-1.0
CCN(CC)C(=O)c1ccc2c(=O)n(Cc3ccccc3)c(=S)[nH]c2c1,1,2,0.1,-0.6
Cc1cc2oc3c(c(=O)c2cc1Cl)C(c1ccncc1)N(c1nc(C)c(C)s1)C3=O (stereo not given),2,4,-0.1,0.8
COc1ccc(CCNC(=O)c2nn(-c3ccccc3OC)c(=O)c3ccccc23)cc1OC,-3,1,0.1,0.8
COc1ccc(C2=CC(c3cc(OC)c(OC)c(OC)c3)n3ncnc3N2)cc1 (stereo not given),2,63*,0.1,-0.1
COCc1ccc(C(=O)N2CCCC(CNC(=O)c3ccc(F)cc3)C2)o1 (stereo not given),10,-1,0.1,-0.6
O=C(CN(C(=O)CNS(=O)(=O)c1ccccc1)C1CCCC1)NCC1CCCO1 (stereo not given),3,9,-0.1,2.0
O=C(CCSc1ccccc1)Nc1ccc2c(c1)CN(C(=O)c1cccs1)CC2,16,12,-0.3,0.7
COc1ccc(N2C(=O)c3cccc4c(N5CCNCC5)ccc(c34)C2=O)cc1,-10,-26,0.5,0.0
Cc1cc(NS(=O)(=O)c2ccc(NC(=O)CSc3ccncc3)cc2)nc(C)n1,-6,-8,0.0,-1.2
CSCC[C@@H]1NC(=O)C/C=C/[C@@H](C)COC(=O)[C@H](C)COC1=O,-3,.,-0.1,1.1
N#Cc1ccccc1OCC(=O)NNC(=O)COc1ccccc1F,-5,-2,-0.1,-1.6
COc1cc(C2C(C(=O)Nc3ccccn3)=C(C)NC3=C2C(=O)CCC3)cc(OC)c1OC (stereo not given),-7,-4,0.3,0.7
Cc1cc(Br)cc2c1NC(=O)C2(O)N1CCCC(C)C1 (stereo not given),-6,-1,-0.1,-0.1
CC(=O)N(Cc1ccco1)c1nc2c(F)cccc2s1,-16,-15,0.1,0.2
O=C(Cc1ccccc1)N/N=C/c1ccccc1C(=O)O,-6,2,0.1,0.5
COc1ncccc1C1(O)CC2CCC(C1)N2C(=O)c1ccc(OC2CSC2)cc1 (stereo not given),15,-7,0.1,4.3
Cc1ccnc(NS(=O)(=O)c2ccc(NC(=O)C(C)Oc3ccccc3)cc2)n1 (stereo not given),-1,-2,-0.2,2.1
COC(=O)c1ccc(Cl)c(-n2cccc2)c1,-7,-4,-0.1,-0.1
O=C(CSc1ncccc1-c1nc2ccccc2[nH]1)NCc1cccs1,10,5,0.1,0.5
O=C(NCc1ccccc1)c1ccnc(Nc2ccncn2)c1,15,6,0.4,-1.3
CCOC(=O)c1c(NC(NC(=O)c2cccc(C)c2)(C(=O)OC)C(F)(F)F)sc(CC)c1-c1ccccc1 (stereo not given),6,-8,0.7,-0.2
CC(=O)Nc1ccc(N2C(=O)C=CC2=O)cc1C,-2,1,-0.1,2.2
COc1ccc(-c2csc(N)c2C(=O)OC(C)C)cc1OC,21,-4,0.1,0.5
O=C(CSc1nnc(-c2ccccc2)o1)NC1CC2CCC1C2 (stereo not given),-14,-2,-0.1,-1.0
Cc1ccc(CN2CCc3nnc(C(C)NC(=O)c4ccco4)n3CC2)c(C)c1 (stereo not given),-4,9,-0.3,0.4
O=C(Nc1ccc2[nH]ncc2c1)C1CCCN1C(=O)NCc1ccc(Cl)cc1 (stereo not given),-9,1,0.2,-1.7
CN1CCCC1=NCC(O)CCn1cnc2c1c(=O)n(C)c(=O)n2C (stereo not given),17,7,0.6,-1.5
O=C(/C=C/c1cccs1)Nc1ccccc1C(F)(F)F,-2,-37,0.0,0.3
CCOC(=O)c1c(NC(=O)c2ccc(S(=O)(=O)N3CC(C)CC(C)C3)cc2)sc2c1CCCC2 (stereo not given),-5,-7,0.1,-0.6
NC(=O)c1ccccc1NC(=O)/C=C/C(=O)O,13,-41,-0.1,0.4
CC(C)NC(=O)N(CC1CC1)C1CCN(Cc2ccccc2S(C)(=O)=O)CC1,-3,-5,0.0,2.2
COCc1ccc(CN2CCc3nncn3CC2)o1,5,-2,0.0,0.9
C/C(=N\NC(=O)Cc1ccccc1)c1cccnc1,-497,-21,-0.1,-0.1
O=C1c2[nH]nc(-c3ccccc3O)c2C(c2ccc(F)cc2)N1CC1CCCO1 (stereo not given),3,-2,-0.1,-0.3
OC(COc1ccc(Br)cc1)CN1CCN(Cc2ccccc2)CC1 (stereo not given),-12,2,-0.1,-0.7
C/C=C/Cn1c(SCC(=O)Nc2ccccc2)nc2c1c(=O)[nH]c(=O)n2C,-1,8,0.1,0.5
CC1(C)CC2CC(C)(CN2C(=O)c2cc3ncc(Br)cn3n2)C1 (stereo not given),8,-4,0.2,0.9
COCCCN1C(=O)c2cccc3cccc(c23)C1=O,1,-21,0.6,1.8
COc1ccc(/C(C#N)=C/c2cc3ccccc3nc2N2CCOCC2)cc1OC,0,10,0.1,-0.2
O=C(Nc1ccc(F)cc1)N[C@H]1C[C@H]2C(=O)N[C@@H](CO)C(=O)N2C1,-1,3,0.0,-0.1

# Carrying on.
Molecule,MITF primary,TEAD-YAP inh,FBW7 act,GPR151 ag
N#CC1=C2SCN(c3ccc(F)cc3)CN2C(=O)CC1c1ccc([N+](=O)[O-])cc1 (stereo not given),3,-5,-0.1,-0.8
CC1(C)NN=C(N)SC1=O,-19,-2,-0.1,1.5
CCCN1C(=O)C2C(C(=O)Nc3ccc(C)c(Cl)c3)C3C=CC2(O3)C1C(=O)NC1CCCCC1 (stereo not given),0,0,0.3,-1.0
COc1ccc(OC)c(NC(=O)COc2cccc3ccccc23)c1,6,-14,0.1,0.0
CCSCCOC(=O)C1=C(C)NC(=O)NC1c1cccc(Br)c1 (stereo not given),-5,-12,-0.1,1.4
OCCOCCNc1ncnc2nc[nH]c12,6,8,0.0,0.2
CCOc1cccc(C(=O)Nc2ccc(-c3nc4cc(Cl)ccc4o3)cc2)c1,3,-9,0.0,-0.2
Cc1ccc(C(=O)NNC(=O)c2ccccc2)cc1S(=O)(=O)N1CCCCC1,11,-12,0.1,0.4
Cc1ccc(C)c(N2CCN(C(=O)c3ccc(S(=O)(=O)c4ccc(F)cc4)c([N+](=O)[O-])c3)CC2)c1,15,44*,0.1,0.1
O=C(O)c1cc(Sc2ccc(Br)cc2)nc2ccccc12,-11,-4,0.0,0.6
COC(=O)c1cc(S(=O)(=O)NC2CCCCC2)cn1C,-5,6,-0.2,0.8
CS(=O)(=O)c1cn[nH]c1C1CCCN(C(=O)Nc2ccc(F)cc2)C1 (stereo not given),6,3,0.1,0.4
C=CCn1c2ccccc2c2nnc(SCC(N)=O)nc21,0,8,-0.1,-1.1
C(=N\n1cnnc1)/c1ccc2c(c1)OCCO2,14,-8,-0.1,12*
Cc1ccc(/C=C/C(=O)c2ccc(Br)cc2)o1,11,-12,0.3,-0.1

# Reformatted with each value named: part of the list above.
> CC1(C)NN=C(N)SC1=O
  MITF primary = -19
  TEAD-YAP inh = -2
  FBW7 act = -0.1
  GPR151 ag = 1.5

> CCOc1cccc(C(=O)Nc2ccc(-c3nc4cc(Cl)ccc4o3)cc2)c1
  MITF primary = 3
  TEAD-YAP inh = -9
  FBW7 act = 0.0
  GPR151 ag = -0.2

> N#CC1=C2SCN(c3ccc(F)cc3)CN2C(=O)CC1c1ccc([N+](=O)[O-])cc1 (stereo not given)
  MITF primary = 3
  TEAD-YAP inh = -5
  FBW7 act = -0.1
  GPR151 ag = -0.8

> C=CCn1c2ccccc2c2nnc(SCC(N)=O)nc21
  MITF primary = 0
  TEAD-YAP inh = 8
  FBW7 act = -0.1
  GPR151 ag = -1.1
